M4 antag – antagonists of human muscarinic M4 receptor (CHRM4) | 360,000 compounds, 0.73% hits | inhibition, % at 3 µM | P08173 | CHO-hM4 cells, ACh EC80, Fluo-8 calcium fluorescence | AID 624125;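 active means inhibition above its plate's cutoff, the mean inhibition of sample wells plus 3 SD, cut at about 27% in these data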;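 further: 0% = acetylcholine EC80 with DMSO and 100% = DMSO without agonist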
Target sequence (P08173 whole entry, looked up): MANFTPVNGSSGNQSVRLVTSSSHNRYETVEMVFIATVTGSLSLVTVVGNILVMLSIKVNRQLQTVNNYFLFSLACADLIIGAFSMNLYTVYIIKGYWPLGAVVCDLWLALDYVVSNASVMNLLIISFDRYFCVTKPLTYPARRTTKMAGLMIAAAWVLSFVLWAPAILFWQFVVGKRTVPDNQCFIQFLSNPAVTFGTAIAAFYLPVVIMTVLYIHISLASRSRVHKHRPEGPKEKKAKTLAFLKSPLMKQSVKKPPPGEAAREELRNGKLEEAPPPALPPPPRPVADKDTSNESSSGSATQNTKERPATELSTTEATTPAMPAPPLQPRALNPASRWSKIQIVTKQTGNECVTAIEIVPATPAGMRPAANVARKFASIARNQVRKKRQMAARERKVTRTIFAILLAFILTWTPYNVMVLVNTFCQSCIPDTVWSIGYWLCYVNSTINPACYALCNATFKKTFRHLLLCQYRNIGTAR
CHRM5 antagonist – antagonists of human muscarinic M5 receptor (CHRM5). P08912. CHO-hM5 cells, Fluo-8 calcium fluorescence, ACh EC80. inhibition, % at 3 µM. 360,000 compounds, 0.59% hits. AID 624040;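 active means inhibition above a per-plate cutoff, the mean of that plate's test compounds plus 3 SD, cut at about 27% in these data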;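 further: 0% = acetylcholine EC80 with DMSO and 100% = DMSO without agonist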
Target sequence (P08912 whole entry, looked up): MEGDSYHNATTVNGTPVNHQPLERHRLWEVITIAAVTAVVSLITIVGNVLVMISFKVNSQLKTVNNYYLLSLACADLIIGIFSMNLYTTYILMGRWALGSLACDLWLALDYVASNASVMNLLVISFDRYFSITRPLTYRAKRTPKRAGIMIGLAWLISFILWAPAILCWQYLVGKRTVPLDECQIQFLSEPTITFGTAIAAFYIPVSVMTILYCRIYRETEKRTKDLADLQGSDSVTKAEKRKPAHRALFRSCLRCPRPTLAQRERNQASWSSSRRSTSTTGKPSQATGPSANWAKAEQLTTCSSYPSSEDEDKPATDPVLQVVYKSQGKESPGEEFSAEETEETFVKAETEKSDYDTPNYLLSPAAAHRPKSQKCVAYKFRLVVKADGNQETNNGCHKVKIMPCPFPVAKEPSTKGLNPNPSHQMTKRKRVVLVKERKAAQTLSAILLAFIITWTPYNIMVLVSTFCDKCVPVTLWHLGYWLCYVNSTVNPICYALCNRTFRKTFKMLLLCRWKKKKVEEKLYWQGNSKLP
M5 ag – agonists of human muscarinic M5 receptor (CHRM5); CHO-K1 hM5 cells, Fluo-8 calcium fluorescence; 0% DMSO wells, 100% maximal acetylcholine response; activation, % at 3 µM; 360,000 compounds, 0.19% hits; AID 624037;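 active means activation above the run's mean over test compounds plus 3 SD, cut at about 23% in these data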;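 further: signal is peak over basal fluorescence ratio across the kinetic read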
TAAR1 agonist – human TAAR1 agonism; activation, % at 3 µM; Q96RJ0; CHO RD-HGA16 TAAR1, Fluo-8 calcium fluorescence; vehicle wells 0%, saturating PEA agonist 100%; 360,000 compounds, 0.99% hits;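 active means activation above the mean activation of all test compounds in the run plus 3 SD, cut at about 38% in these data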
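Assay system: CHO-derived RD-HGA16 cells with stable Gα16 and human TAAR1; timing: 17-24 h seeding, 75 min 37 °C dye, 30 min RT; read-out: % activation from peak over basal fluorescence ratio, DMSO-to-PEA scaled; measured by: kinetic Fluo-8 calcium fluorescence; benchmarks: low control DMSO, high control PEA (EC100); doses: 3 µM single concentration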
CHRM1 agonist – agonists of human M1 muscarinic receptor | CHO-K1 hM1, Fluo-8 calcium fluorescence, agonist mode; 0% DMSO, 100% acetylcholine EC100 | 360,000 compounds, 0.33% hits | P11229 | activation, % at 3 µM | AID 588814;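 active means activation above the run's mean compound activation plus 3 SD, cut at about 16% in these data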;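 further: peak over basal fluorescence ratio within a 140 s kinetic read after compound addition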
CHRM4 agonist – agonists of human muscarinic M4 receptor (CHRM4); P08173; CHO-K1 hM4/Gqi5, Fluo-8 calcium fluorescence; vehicle 0%, full acetylcholine response 100%; activation, % at 3 µM; 360,000 compounds, 0.14% hits; AID 624127;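 active means activation above the run mean over all test wells plus 3 SD, cut at about 32% in these data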;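 further: peak over basal fluorescence ratio per well then scaled between controls; 0% = DMSO wells and 100% = acetylcholine at EC100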
CHRM1 antagonist – human CHRM1 antagonism. P11229. CHO-K1 hM1, Fluo-8 calcium fluorescence, ACh EC80 antagonist. inhibition, % at 3 µM. 360,000 compounds, 1.3% hits. AID 588852;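 active means percent inhibition above its own plate's cutoff, namely the mean of that plate's compound wells plus 3 SD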;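 further: peak over basal fluorescence ratio during 140 s after agonist addition; 0% = ACh EC80 plus DMSO and 100% = DMSO alone without agonist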
CHRM1 PAM – positive allosteric modulators of human M1 muscarinic receptor. P11229. CHO-K1 hM1, Fluo-8 calcium fluorescence, ACh EC20; 0% = ACh EC20, 100% = maximal ACh. activation, % at 3 µM. 360,000 compounds, 0.088% hits. AID 588819; in the data active means activation above about 19%, passing the limit was not always enough
M5 PAM – positive allosteric modulators of human muscarinic M5 receptor. 360,000 compounds, 0.3% hits. AID 624038. P08912. CHO-K1 hM5, Fluo-8 calcium, ACh EC20 PAM; 0% = ACh EC20, 100% = ACh EC100. activation, % at 3 µM;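 active means activation above the run cutoff, the mean activation of all test compounds plus 3 SD, cut at about 18% in these data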
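Assay system: CHO-K1 hM5 cells / Incubation: Fluo-8 loading 80 min at 37 °C plus 30 min room temperature / Technique: Fluo-8 calcium dye fluorescence, kinetic read / Repeats: single replicate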
* = called active by the depositor; x = not tested or not shown. An excerpt, so the mix of outcomes need not match the whole.

No.	molecule	M4 antag	CHRM5 antagonist	M5 ag	TAAR1 agonist	CHRM1 agonist	CHRM4 agonist	CHRM1 antagonist	CHRM1 PAM	M5 PAM
1	COc1ccc(N=CC=C2OC(C)(C)C(C)(C)O2)cc1OC	-3	-1	5	4	10	3	-9	7	6
2	CC(=O)Nc1ccc(NC(=O)CSc2nnc(NC(=O)c3ccccc3F)s2)cc1	-4	-4	0	1	0	2	6	3	0
3	Cn1c(=O)c2c(nc(CN3CCN(Cc4ccccc4)CC3)n2CCN2CCOCC2)n(C)c1=O	7	5	-2	0	-6	1	3	3	-2
4	COc1cccc(N2CCN(C(=O)c3cccc(NC(=O)C4=C(C)OCCS4)c3)CC2)c1	-4	8	2	13	2	16	-3	-6	-10
5	COc1ccc(Oc2nc3c(c(=O)n(C)c(=O)n3C)n2Cc2ccccc2)cc1	0	-6	-2	5	1	0	-31	4	12
6	Cc1ccc(OC(=O)C2CSC3(C)CCC(=O)N23)c(Br)c1 (stereo unspecified)	-1	-6	2	-1	-5	1	-6	6	3
7	O=C(Nc1ccc2c(c1)CCC2)Nc1ccc(F)cc1F	10	9	-1	1	1	2	-18	-4	-5
8	O=C(N/N=C/c1c[nH]c2ccccc12)c1cccc([N+](=O)[O-])c1	1	4	-2	2	-4	2	-6	4	-3
9	CCN(Cc1ccccc1)C(=O)c1ccccc1C	6	-10	-2	1	-6	0	-4	5	1
10	CC(C)n1nccc1N(Cc1ccc(Br)cc1)S(=O)(=O)c1ccccc1	-21	-5	-6	-4	-6	1	-1	-3	-1
11	COc1cc(Cc2cc(OC)c(O)c(OC)c2)cc(OC)c1O	-1	-3	2	2	-1	1	-9	4	3
12	CN(Cc1ccccc1)S(=O)(=O)c1ccc2[nH]c(=O)oc2c1	-7	-7	3	0	3	8	-6	2	-7
13	Cc1cc(C)c(C(=O)NCC2CCCO2)c(C)c1C(=O)NCC1CCCO1 (stereo unspecified)	-2	3	-2	8	5	1	-21	14	2
14	COc1ccc(/C=C/c2ccc3cccc(O)c3n2)c(OC)c1OC	11	12	-2	-1	-2	7	-3	1	-2
15	O=c1c2cc(Cl)ccc2oc2nc3n(c(=O)c12)CCCS3	-2	-6	-5	0	0	0	10	0	7
16	Cn1c(=O)c2c(nc(NCCc3ccccc3)n2CC(=O)NCCc2ccccc2)n(C)c1=O	1	7	1	12	-3	1	-1	7	-9
17	COCCNC(=O)C1(C)CCCN(Cc2cc(C)ccc2C)C1 (stereo unspecified)	-6	14	0	1	-2	0	-11	12	-8
18	CC(=O)Nc1ccc(Oc2cnccn2)cc1	8	-4	1	2	-1	0	3	6	-3
19	COc1ccccc1C(=O)NC(=S)Nc1cccc2cc(O)ccc12	1	13	-2	2	0	7	-2	7	-4
20	Cc1ccc(OCC(=O)NCCNC(=O)c2ccccn2)cc1	8	7	-2	1	-4	1	4	2	-1
21	CC1(C(=O)O)CCN1C(=O)c1cccnc1Oc1ccccc1 (stereo unspecified)	-13	2	-2	0	-1	1	-23	9	-1
22	COc1cc(CC(=O)O)ccc1O	-1	6	1	1	-2	1	-21	0	-1
23	O=C(O)c1ccccc1NCc1cccs1	-2	7	-2	0	-1	2	-15	7	3
24	c1ccc2cc(Sc3ncnc4c3oc3ccccc34)ccc2c1	-12	-7	-1	2	-3	2	-1	-1	3
25	Nc1nc2ccccc2n1/N=C/c1ccc(Br)cc1	4	-3	-2	0	-4	-3	-11	14	-1

3 compounds already listed, ordered by molecular weight, falling.
No.	molecule	M4 antag	CHRM5 antagonist	M5 ag	TAAR1 agonist	CHRM1 agonist	CHRM4 agonist	CHRM1 antagonist	CHRM1 PAM	M5 PAM
6	Cc1ccc(OC(=O)C2CSC3(C)CCC(=O)N23)c(Br)c1 (stereo unspecified)	-1	-6	2	-1	-5	1	-6	6	3
19	COc1ccccc1C(=O)NC(=S)Nc1cccc2cc(O)ccc12	1	13	-2	2	0	7	-2	7	-4
1	COc1ccc(N=CC=C2OC(C)(C)C(C)(C)O2)cc1OC	-3	-1	5	4	10	3	-9	7	6

(list continues)
No.	molecule	M4 antag	CHRM5 antagonist	M5 ag	TAAR1 agonist	CHRM1 agonist	CHRM4 agonist	CHRM1 antagonist	CHRM1 PAM	M5 PAM
26	CC(O)c1nc2ccccc2n1Cc1ccccc1 (stereo unspecified)	-10	4	1	2	0	1	8	8	-6
27	CCOc1cccc2cc(C(N)=O)c(=NCc3ccccc3)oc12	-7	-11	4	16	-2	1	-4	3	6
28	CCCn1c2ccccc2c2cnn(CC(=O)NC(C)CC)c(=O)c21 (stereo unspecified)	-8	11	2	0	-1	10	-7	6	-3
29	O=c1c([N+](=O)[O-])cc(C(F)(F)F)cn1Cc1c(Cl)cccc1Cl	4	-3	-7	1	-4	0	-2	9	-2
30	CC(OC(=O)C1CCCCC1)C(=O)Nc1cccc([N+](=O)[O-])c1 (stereo unspecified)	8	15	-1	1	-1	2	0	-2	-18
31	Cc1scc(C(=O)NCc2ccco2)c1-c1ccccc1	-6	-7	-3	-1	-9	0	-8	6	4
32	Cn1c(=O)n(C)c2cc(NC(=O)c3ccc(F)cc3)c(Br)cc21	-3	0	2	0	-1	2	-7	4	4
33	O=c1nc(SCc2ccccc2Cl)nc(-c2ccc(Cl)cc2)[nH]1	-4	-6	2	-1	-2	0	-8	4	1
34	C/C(N)=C(/C#N)C(=O)COC(=O)c1ccc(C#N)cc1	-10	6	7	1	-3	2	6	-2	7
35	COc1ccc(-c2cc3c(o2)CCCC3OCCN2CCOCC2)cc1 (stereo unspecified)	3	-6	-5	4	x	5	x	x	-6
36	N#Cc1cccc(S(=O)(=O)NCC(=O)OCC(=O)NCc2ccccc2)c1	-1	9	-1	1	-5	1	11	-4	2
37	N#C/C(=C\c1ccc(O)c(O)c1)C(=O)NCCCc1ccccc1	8	-1	7	5	2	3	-5	-9	-5
38	CCCCCCN1CCN(C2CN(Cc3cn(Cc4ccc(Cl)cc4)nn3)S(=O)(=O)C2)CC1 (stereo unspecified)	-3	8	-4	3	x	7	x	x	-10
39	O=C(NCCCc1ccccc1)Nc1cccc(Cl)c1	10	9	3	2	-2	11	25	-15	-16
40	C[C@H]1CN=C(N(C)C)N1CCc1ccc(F)cc1	-8	8	-5	7	-7	1	-2	6	-1
41	CCCCn1cc(S(=O)(=O)c2ccccc2)c(=O)c2cc(C)ccc21	-2	6	-2	-2	-2	0	-3	6	-2
42	Cc1ccc(C)c(NC(=O)CN(C)S(=O)(=O)c2cccc3cccnc23)c1	-10	-2	4	4	-2	6	1	4	1
43	CCOc1ccc(Cl)cc1-c1cc(C(=O)Nc2cc(OC)c(OC)c(OC)c2)[nH]n1	-10	11	0	6	-2	9	-7	1	-5
44	O=C(c1ccc(NS(=O)(=O)c2ccc3[nH]c(=O)[nH]c3c2)cc1)N1CCN(c2ccccc2O)CC1	-7	-3	2	1	-1	2	-15	8	4
45	CC1CCc2sc(C(=O)Nc3ccc(C(N)=O)cc3)cc2C1 (stereo unspecified)	-5	4	-6	0	-5	3	-3	2	3
46	Cc1ccccc1NC(=O)CSc1nc2ccccc2c(=O)n1C	4	15	7	3	-1	11	1	-7	-12
47	CC(O)CNc1cnccn1 (stereo unspecified)	-17	-3	-5	5	-5	1	-7	5	3
48	CN1C(=O)c2ccc(C(=O)Nc3ccccc3O)cc2C1=O	6	1	0	1	-4	2	-11	8	-4
49	CCc1ccccc1-n1ncc(C(=O)Nc2ccccc2OC)c1C	-2	2	2	4	-4	3	-5	-2	-4
50	CCCC/C=C/C(NC(=O)c1ccc(C(=O)OC)cc1)c1ccccc1 (stereo unspecified)	7	10	1	0	-9	0	16	-12	-12

Next part
No.	molecule	M4 antag	CHRM5 antagonist	M5 ag	TAAR1 agonist	CHRM1 agonist	CHRM4 agonist	CHRM1 antagonist	CHRM1 PAM	M5 PAM
51	Cc1ccc(S(=O)(=O)N(CC(O)CN(C)C)c2ccccc2)cc1 (stereo unspecified)	-1	-1	-10	1	-5	0	1	4	-2
52	COc1ccccc1N(Cc1cc(=O)[nH]c2ccccc12)C(=O)c1ccc([N+](=O)[O-])cc1	-1	3	3	2	-2	1	-8	7	6
53	CC(NC(=O)CCc1nc2cc(S(=O)(=O)N3CCOCC3)ccc2n1C)c1ccc(S(N)(=O)=O)cc1 (stereo unspecified)	-8	-11	-7	5	-7	1	-8	10	4
54	CCc1cc(=O)oc2cc(OCC(=O)NCCCN3CCCC3=O)ccc12	3	5	-2	1	-4	0	2	-2	0
55	CN1C(=O)[C@H]2[C@@H](c3ccc(F)cc3)N3C(=O)c4ccccc4NC(=O)[C@@]3(C)[C@H]2C1=O	13	23	0	x	-6	1	11	-3	1
56	Cc1ccc(NC(=O)CN2CCC3(O)CCCCC3C2c2ccc3c(c2)OCO3)c(C)c1 (stereo unspecified)	-7	5	11	7	-2	6	0	1	-6
57	CC(=O)Nc1nc2ccccc2n1Cc1ccccc1	23	-4	-1	3	-7	2	-4	1	11
58	CCCn1cc(SCC(N)=O)c2ccccc21	11	2	1	-2	-2	1	-2	6	-1
59	O=C(CN1CCN(Cc2ccccc2Cl)C1=O)NCc1ccco1	-2	-3	-3	6	-4	1	-19	14	6
60	Cc1cc(Nc2ccccc2C(=O)O)n(-c2cccc(Cl)c2)n1	5	18	6	3	-2	8	-7	7	-10

Of the compounds above, 8 have a Cl atom:
No.	molecule	M4 antag	CHRM5 antagonist	M5 ag	TAAR1 agonist	CHRM1 agonist	CHRM4 agonist	CHRM1 antagonist	CHRM1 PAM	M5 PAM
15	O=c1c2cc(Cl)ccc2oc2nc3n(c(=O)c12)CCCS3	-2	-6	-5	0	0	0	10	0	7
29	O=c1c([N+](=O)[O-])cc(C(F)(F)F)cn1Cc1c(Cl)cccc1Cl	4	-3	-7	1	-4	0	-2	9	-2
33	O=c1nc(SCc2ccccc2Cl)nc(-c2ccc(Cl)cc2)[nH]1	-4	-6	2	-1	-2	0	-8	4	1
38	CCCCCCN1CCN(C2CN(Cc3cn(Cc4ccc(Cl)cc4)nn3)S(=O)(=O)C2)CC1 (stereo unspecified)	-3	8	-4	3	x	7	x	x	-10
39	O=C(NCCCc1ccccc1)Nc1cccc(Cl)c1	10	9	3	2	-2	11	25	-15	-16
43	CCOc1ccc(Cl)cc1-c1cc(C(=O)Nc2cc(OC)c(OC)c(OC)c2)[nH]n1	-10	11	0	6	-2	9	-7	1	-5
59	O=C(CN1CCN(Cc2ccccc2Cl)C1=O)NCc1ccco1	-2	-3	-3	6	-4	1	-19	14	6
60	Cc1cc(Nc2ccccc2C(=O)O)n(-c2cccc(Cl)c2)n1	5	18	6	3	-2	8	-7	7	-10
